Bioassay records: PubChem, several laboratories
PostGolgi yeast – growth inhibition of a yeast mutant, post-Golgi transport screen; post-Golgi transport phenotypic cell assay; inhibition, % at 10 µM; hit rate 0.9% among 98,000;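 note: yeast cells grown in 1536-well plates; yeast grown about 18 h at 30C before absorbance read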
S1P2 ag – S1P2 (human) receptor agonism | O95136 | S1P2-expressing cell line, agonist reporter read-out | activation, % at 4.5 µM | hit rate 0.46% among 97,000; in the data active = activation above about 16%;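 note: 0% = vehicle low control and 100% = maximal reference agonist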
Target sequence (O95136 whole entry, looked up): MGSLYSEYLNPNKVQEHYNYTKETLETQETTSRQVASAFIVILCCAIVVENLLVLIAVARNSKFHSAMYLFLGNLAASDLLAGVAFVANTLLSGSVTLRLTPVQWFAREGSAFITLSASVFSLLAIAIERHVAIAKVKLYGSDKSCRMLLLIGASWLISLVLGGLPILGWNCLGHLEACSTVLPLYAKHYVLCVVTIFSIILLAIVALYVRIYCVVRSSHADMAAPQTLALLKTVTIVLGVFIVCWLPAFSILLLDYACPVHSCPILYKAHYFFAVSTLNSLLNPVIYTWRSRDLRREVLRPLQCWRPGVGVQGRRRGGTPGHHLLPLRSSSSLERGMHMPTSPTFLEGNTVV
S1P2 blocker – blocks the human S1P2 receptor | O95136 | cell-based S1P2 antagonist assay, inhibition at 5 uM | inhibition, % at 5 µM | hit rate 0.21% among 97,000; in the data active = inhibition above about 45%;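 note: CRE beta-lactamase reporter cells expressing human S1P2 stimulated with S1P; 0% = agonist at EC80 alone and 100% = agonist plus reference antagonist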
Rev-RRE block – HIV Rev-RRE protein-RNA interaction inhibition | Rev peptide-RRE RNA binding, FRET | inhibition, % at 8 µM | hit rate 0.79% among 97,000 | AID 704;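 active = inhibition above the screen-wide mean plus 3 SD, cut at about 35% in these data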;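 note: 0% = median DMSO wells and 100% = median Neomycin B control wells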
Target sequence (P05866 whole entry, looked up): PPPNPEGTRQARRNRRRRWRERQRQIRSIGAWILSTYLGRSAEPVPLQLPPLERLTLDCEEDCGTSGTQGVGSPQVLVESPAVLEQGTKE
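Assay system: labelled RRE RNA duplex and labelled Rev peptide / Medium: HEPES pH 7.5 salt buffer with EDTA / Reagent: labelled Rev peptide / Schedule: 5 + 15 min at 25 °C / Signal: FRET, excitation 480 nm, emission 540 nm donor and 671 nm acceptor / Benchmarks: DMSO and neomycin B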
EphB4 ephrin blk – EphB4-ephrin-B2 interaction antagonism. hit rate 0.15% among 97,000. EphB4 LBD / TNYL-RAW-Alexa532 peptide, fluorescence polarization. inhibition, % at 7 µM. P54760;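 active = inhibition above the screen-wide mean inhibition plus 3 SD, cut at about 15% in these data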;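 note: 0% = DMSO wells and 100% = excess unlabeled TNYL-RAW peptide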
PostGolgi ctrl – yeast control strain growth, post-Golgi counter-screen; efflux-deficient yeast background strain, growth absorbance A615, 16 h; inhibition, % at 10 µM; hit rate 5% among 98,000
FAK blocker – blocks human focal adhesion kinase activity | Q05397 | biochemical FAK kinase activity assay | inhibition, %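 (tested at 7 µM)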 | hit rate 0.84% among 97,000 | AID 727; in the data active = inhibition above about 19%;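 note: 0% = DMSO and 100% = reference compound high control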
LYP inh 2 – inhibitors of human LYP (PTPN22) phosphatase. inhibition, % at 2 µM. hit rate 0.21% among 96,000. Q9Y2R2. AID 640. recombinant LYP catalytic domain, DiFMUP fluorescence;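 active = inhibition at 2 µM at or above a set limit, the screen mean plus 3 SD, cut at about 24% in these data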;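 note: 0% = DMSO with enzyme and 100% = enzyme fully blocked by orthovanadate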
LYP act – increases human PTPN22 phosphatase activity. recombinant LYP, DiFMUP fluorescence; 0 = plate median, 100 = signal doubled. hit rate 0.11% among 96,000. activation, % at 2 µM. AID 697;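 active = activation at 2 µM above a set limit, the mean plus 5 SD, cut at about 37% in these data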
* marks the source's active call; other numbers are inactive results; x = not tested or not shown. Cut-off read from the data, not from the text of the source, unless noted: active = inhibition above about 30%; inactive = the rest.

SMILES	PostGolgi yeast	S1P2 ag	S1P2 blocker	Rev-RRE block	EphB4 ephrin blk	PostGolgi ctrl	FAK blocker	LYP inh 2	LYP act
O=C(CSc1ccccc1Cl)c1ccco1	16	-6	-10	0	-2	6	2	-14	11
CCOC(=O)c1ccc(CSc2nnc(N)s2)cc1	20	-9	6	2	-2	2	-6	-10	14
O=C(Nc1ccc(N2CCOCC2)cc1)c1cccc(S(=O)(=O)N2CCC(Cc3ccccc3)CC2)c1	-20	-7	12	1	4	7	1	12	-11
Cc1cccc(NS(=O)(=O)c2cccs2)n1	3	-3	6	6	-4	-2	3	0	4
CC(=O)c1ccc(NS(=O)(=O)c2cccc(C)c2)cc1	-3	-5	-1	9	1	4	0	-4	4
Cc1cc(C(=O)OCC(=O)NC(=O)NC(C)(C)C)c(C)o1	10	-3	15	3	-1	5	-4	-2	1
O=C(O)c1cnn2c1NC(c1cccs1)CC2C(F)(F)F (stereo not drawn)	-2	-1	28	5	-4	-8	-3	-4	1
COc1ccc(N2CCN(C(=S)NCCc3ccccc3)CC2)cc1	x	-5	-2	2	1	x	2	4	-6
CCN1CCN(C(=O)/C=C\C(=O)O)CC1	2	-2	-46	8	8	10	-2	-7	7
CN1CCN(C(=O)Cn2c(C(F)(F)F)nc3ccccc32)CC1	5	-7	-2	8	4	-4	-2	1	0
Clc1ccccc1OCc1nc(-c2ccc(Br)o2)no1	-18	-2	5	17	1	20	3	2	-4
C=C1C2(C(=O)NCc3ccco3)CCC(C2)C1(C)C (stereo not drawn)	-11	-3	11	2	6	4	4	-42	35
Cc1cccc(-n2c(C)cc(C=C3C(=O)c4ccccc4C3=O)c2C)c1	3	-3	13	16	-7	11	2	1	4
O=C(CCS(=O)(=O)c1ccccc1)NC12CC3CC(CC(C3)C1)C2	15	-1	-32	4	-2	3	3	-6	3
COc1cc(C(=O)O/N=C2\CCCc3c2ccc(OC)c3[N+](=O)[O-])cc(OC)c1OC	-8	-9	2	-3	4	3	0	0	3
CCCn1nc2ccccc2c1P(=N)(N1CCOCC1)N1CCOCC1	10	0	1	2	-7	0	2	-9	7
O=C(/C=C\Nc1ccc2c(c1)OCO2)c1ccccn1	-3	-6	14	0	4	-4	-1	2	-2
COc1cc(/C=N/NC(=O)CCn2c3ccccc3c3ccccc32)ccc1O	3	-4	11	1	-7	20	0	4	-1
N#Cc1c2n(c3c(=O)[nH]cnc13)CCCC2	-1	-4	16	8	0	3	4	12	-12
O=C(Cn1c(=O)sc2ccccc21)Nc1ccccc1	5	-3	-3	9	-1	3	4	-5	2
COC(=O)Cn1nc(-c2ccc(C)c(S(=O)(=O)N(C)C)c2)c2ccccc2c1=O	22	-5	-6	14	-4	11	-1	-11	7
COc1ccc(NC(=O)C2CCN(Cc3cnn(-c4ccccc4)c3-n3cccc3)CC2)cc1OC	12	3	1	6	6	1	0	-2	2
CSc1nc2ccc(Cl)cc2[nH]1	x	-5	3	7	4	x	1	-1	0
CC(C)c1nnc(NC(=O)CCC(=O)N2CCN(Cc3ccccc3)CC2)s1	2	-3	1	3	0	16	-5	-10	8
Cn1c(SCC(=O)c2ccc(F)cc2)nnc1-c1cnccn1	6	-5	4	0	-6	39*	-2	4	-7
O=C(NCc1ccco1)C1Cc2ccccc2CN1S(=O)(=O)c1ccccc1F (stereo not drawn)	x	-1	-3	2	-7	x	4	20	-20
CN(C)S(=O)(=O)c1ccc2c(c1)c(=O)c(C(=O)N1CCOCC1)cn2C	-6	12	17	3	1	7	-8	-9	9
Cc1ccc(SCCNC(=O)c2ccc(C)c(S(=O)(=O)Nc3ccccc3C)c2)cc1	-3	-9	12	3	-3	25	-3	9	-7
Cn1c(C(=O)N2CCCC(C(=O)NCCc3ccccc3)C2)cc2sccc21 (stereo not drawn)	26	-6	15	5	4	5	5	2	-3
CC(=O)Nc1cccc(Oc2nc(C)cc(C)c2C#N)c1	-5	-4	12	8	6	32*	2	-3	1
Cc1ccc(CC(=O)N2CCOCC2)cc1	18	-4	-7	7	1	9	-1	-6	10
Cc1ccc(Br)cc1S(=O)(=O)N1CCN(c2ccccc2)CC1	-4	0	12	3	-3	30	-1	-5	3
O=C(Nc1cc(C(F)(F)F)ccc1N1CCCC1)c1cccnc1	-6	-6	11	11	0	12	-2	-5	5
Cc1cc(C)nc(Sc2ccc3nnc(C(F)(F)C(F)(F)C(F)(F)F)n3n2)n1	8	-7	2	10	4	10	-2	-7	6
CCc1c(C)c(C#N)c2nc3ccccc3n2c1N1CCN(c2cc(C)ccn2)CC1	26	-5	2	3	-1	-3	-7	-4	6
Cc1noc(C)c1S(=O)(=O)N1CCCC(C(=O)NCCc2ccc(Cl)cc2)C1 (stereo not drawn)	0	-4	7	6	0	-2	-1	-6	4
CC1Oc2ccccc2N(CC(=O)N2CCc3ccccc32)C1=O (stereo not drawn)	2	-5	-2	3	0	18	3	-10	6
Cc1nnsc1NC(=O)OCC(C)C	2	-1	0	8	2	14	0	-37	36
COc1ccc(OCCN2CCN(C3CC(=O)N(CCC(C)C)C3=O)CC2)cc1 (stereo not drawn)	3	-2	17	6	-4	14	-2	1	-2
Cc1ccc(NS(=O)(=O)c2ccc(NC(=O)[C@@H]3CCCC[C@@H]3C(=O)O)cc2)c(C)c1	-3	-6	1	3	0	14	0	13	-8
CSc1c[n+]2c(n1C)CCC2	-9	1	11	4	0	1	-3	-9	7
Cc1cccc(NC(=O)c2cccnc2)c1	-5	-3	15	6	-3	11	1	-8	6
O=C(O)CCCN=C1NC2(CCCC2)Cc2ccccc21	x	2	-22	7	-8	x	-3	4	-4
COc1ccc2nc(Nc3nc(C)c(CCC(C)C)c(=O)[nH]3)nc(C)c2c1	-1	2	3	4	0	31*	2	0	-1
c1ccc(-c2nnc3sc(-c4cc5ccccc5o4)nn23)cc1	-1	-6	9	1	4	11	3	12	-9
NC(=O)COc1ncn(-c2ccccc2)n1	2	-5	2	7	7	0	-2	12	-11
O=C(Cn1c(=O)oc2ccccc21)Nc1nnc(N2CCCCCC2)s1	-8	1	16	5	2	5	7	1	-4
O=C1CC(c2ccco2)Sc2nc3ccccc3n21 (stereo not drawn)	7	-1	12	4	1	-5	4	2	-1
Cc1ccc(C(=O)CSc2nc3ccccc3c(=O)[nH]2)cc1	-7	-3	-10	16	4	21	2	9	-8
COc1ccc(/C=C2/C(=O)N=C3SCCN32)cc1	-1	-3	4	3	-5	7	1	-6	7
Following part:
SMILES	PostGolgi yeast	S1P2 ag	S1P2 blocker	Rev-RRE block	EphB4 ephrin blk	PostGolgi ctrl	FAK blocker	LYP inh 2	LYP act
CC(C)(C)NS(=O)(=O)c1ccc(CCC(=O)N2CCCCC2)cc1	-2	-5	-5	-1	-2	-2	-2	-4	4
CCCCn1c(=O)nc2n(-c3ccccc3)c3ccccc3cc-2c1=O	-2	0	-11	8	-4	10	3	10	-8
Cc1ccc(C(=O)Nc2nccc(-c3cccs3)n2)cc1	1	-7	3	0	-2	13	-7	5	-1
Nc1c(C(=O)NCc2ccccc2)c2nc3ccccc3nc2n1-c1ccc2c(c1)OCO2	-5	7	-16	-1	-4	15	0	8	-10
CCOc1cc2[nH]c(=O)n(CCC(=O)N3CCN(c4ccccc4OC)CC3)c(=O)c2cc1OCC	9	-7	10	1	-1	15	-6	8	-9
O=C(c1cc2sccc2n1Cc1ccc(F)cc1)N1CCN(c2nc3ccccc3s2)CC1	x	-4	31	5	7	x	-1	-5	1
CC(=O)Nc1ccc(-c2nnc(SCc3ccc(C)cc3)n2C)cc1	-1	0	-1	7	-6	9	1	0	1
CCCn1c(-c2nonc2N)nc2ccccc21	x	-2	0	11	-5	x	1	-2	1
Cn1cccc1/C=N/n1c(-c2ccc(C(C)(C)C)cc2)n[nH]c1=S	19	-2	-7	-6	-3	37*	-1	9	-7
COc1ccc(-c2nc3c(c(=O)[nH]c(=O)n3Cc3ccccc3)n2Cc2ccccc2)cc1	-1	-7	-15	8	3	35*	4	23	-22

Of the compounds above, three have a tert-butyl group.
SMILES	PostGolgi yeast	S1P2 ag	S1P2 blocker	Rev-RRE block	EphB4 ephrin blk	PostGolgi ctrl	FAK blocker	LYP inh 2	LYP act
Cc1cc(C(=O)OCC(=O)NC(=O)NC(C)(C)C)c(C)o1	10	-3	15	3	-1	5	-4	-2	1
CC(C)(C)NS(=O)(=O)c1ccc(CCC(=O)N2CCCCC2)cc1	-2	-5	-5	-1	-2	-2	-2	-4	4
Cn1cccc1/C=N/n1c(-c2ccc(C(C)(C)C)cc2)n[nH]c1=S	19	-2	-7	-6	-3	37*	-1	9	-7

Continuation.
SMILES	PostGolgi yeast	S1P2 ag	S1P2 blocker	Rev-RRE block	EphB4 ephrin blk	PostGolgi ctrl	FAK blocker	LYP inh 2	LYP act
COC(=O)c1c(NC(=O)C2c3ccccc3Oc3ccccc32)sc(C)c1C	-1	-5	-4	21	1	9	9	5	-1
Cc1cc(C)nc(N(C#N)CC(=O)N2CCC(C(N)=O)CC2)n1	7	-7	12	9	3	18	4	10	-6
N#Cc1ccc(CNc2cnccn2)cc1	-11	-5	10	-4	-13	29	-7	-8	11
Cc1ccccc1SCC(=O)Nc1cccc(C#N)c1	17	-5	-4	-8	1	0	3	-8	9
CC(=O)Nc1ccc(OCC(=O)c2ccc(C)cc2C)cc1	-3	-2	2	4	7	7	3	4	-1
COc1ccc(C)cc1S(=O)(=O)N(C)CC(N)=O	2	-2	1	-1	6	1	0	5	-8
O=C(c1ccc(Cl)cc1)c1cnc(Nc2ccccc2)s1	3	-3	15	7	5	8	-8	-11	14
COc1ccc(-c2noc(C3CCCN(S(=O)(=O)c4cccc(Cl)c4C)C3)n2)cc1OC (stereo not drawn)	22	-14	-14	1	-6	50*	5	-3	1
CC(C)(C)S(=O)(=O)c1ccccc1C(=O)O	10	-1	-5	6	-1	1	0	2	-3
O=C(COC(=O)C1COc2ccccc2O1)NC(=O)NC1CCCCC1 (stereo not drawn)	-2	-2	-9	5	-2	-2	1	7	-8

Gathered by group, the entries above with bromine (two)
SMILES	PostGolgi yeast	S1P2 ag	S1P2 blocker	Rev-RRE block	EphB4 ephrin blk	PostGolgi ctrl	FAK blocker	LYP inh 2	LYP act
Clc1ccccc1OCc1nc(-c2ccc(Br)o2)no1	-18	-2	5	17	1	20	3	2	-4
Cc1ccc(Br)cc1S(=O)(=O)N1CCN(c2ccccc2)CC1	-4	0	12	3	-3	30	-1	-5	3

The list goes on:
SMILES	PostGolgi yeast	S1P2 ag	S1P2 blocker	Rev-RRE block	EphB4 ephrin blk	PostGolgi ctrl	FAK blocker	LYP inh 2	LYP act
O=C(NCc1ccc(F)cc1)C1CCCN(S(=O)(=O)c2cccc3nsnc23)C1 (stereo not drawn)	0	-5	0	3	5	15	0	-6	2
Cc1cc(C)n(CC(=O)Nc2ccccc2)n1	3	-5	-5	11	3	5	-3	10	-7
CCSc1nnc([C@H](Cc2c[nH]c3ccccc23)NC(=O)OC(C)(C)C)o1	15	-8	-10	-1	0	19	1	6	-5
O=C(CC(c1ccccc1)c1ccco1)N1CCOCC1 (stereo not drawn)	x	-6	15	9	7	x	3	-8	4
O=C(c1ccc(S(=O)(=O)N2CCOCC2)cc1)N1CCc2ccccc2C1	3	1	-6	2	-3	20	1	-8	4
COC(=O)[C@@H](NC(=O)N(C1CCCCC1)C1CCCCC1)C(C)C	-6	-6	3	-6	-3	10	-5	-7	5
CCOC(=O)C1=C(C)NC(=O)C(C(N)=O)C12CCCCC2 (stereo not drawn)	12	-7	10	10	0	24	-10	2	-2
COc1ccc(C(=S)N2CCN(C)CC2)cc1	-5	0	13	10	-7	4	2	0	1
CSc1nnc2c(n1)OC(c1ccc(C(=O)O)cc1)N(C(C)=O)c1ccccc1-2 (stereo not drawn)	7	-6	9	11	4	5	-4	2	-2
CCOCc1nnc(NC(=O)CSc2ccccc2)s1	-10	-6	7	5	0	9	2	8	-5
COc1ccc(Br)cc1/C=N/NC(=O)CNC(=O)/C=C/c1ccccc1	0	-5	7	6	-5	17	-1	0	4
COCCn1c(N2CCN(c3ccc(OC)cc3)CC2)nc2c1c(=O)[nH]c(=O)n2C	-15	-5	11	2	1	-6	-6	-6	4
CC(=O)/C(=N/Nc1ccccc1)N1CCOCC1	3	-6	20	2	0	0	-4	-1	4
